Efflux pump mplx: antifungal efflux pump inhibition, Nile Red retention; inhibition, % at 10 µM; S. cerevisiae Candida pump triplex; 330,000 tested, 0.44% active; AID 485275;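 active = plate passing quality check with inhibition over a set limit, or well fluorescence over plate mean plus 4 SD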;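 also: Nile Red retained in pooled yeast measured as flow cytometry median fluorescence; 0% = buffer negative control and 100% = Enniatin B positive control; higher means more Nile Red kept so more efflux inhibition; some compounds called inactive have numbers as strong as hits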
core dimer inh: HCV core protein dimerization inhibition; TR-FRET GST/Flag-core106 dimerization, 1536-well; inhibition, % at 5 µM; 300,000 tested, 0.33% active; AID 1899;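 active = inhibition above the mean of all tested compounds plus 3 SD, set per screening campaign, cut at about 45% in these data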
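assay system = GST-tagged and Flag-tagged HCV core protein residues 1-106 | controls = unlabelled core106 and no-GST-core106 wells | incubation = compound-protein-antibody incubation 4 h at 22.5 °C | probe or stimulus = Eu donor and XL665 acceptor anti-tag antibodies | read-out = % inhibition based on acceptor/donor emission ratio | signal = TR-FRET 671 and 617 nm emission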
PREPL inh: inhibits the human prolyl oligopeptidase-like enzyme. Q4J6C6. 320,000 tested, 0.68% active. recombinant PREPL, fluorescence polarization activity-based probe. AID 2751. inhibition, % at 5.96 µM; in the data active = inhibition above about 43%;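 also: 0% = enzyme with DMSO and 100% = wells lacking enzyme; many of its hits are not listed in these tables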
Target sequence (Q4J6C6 whole entry, looked up): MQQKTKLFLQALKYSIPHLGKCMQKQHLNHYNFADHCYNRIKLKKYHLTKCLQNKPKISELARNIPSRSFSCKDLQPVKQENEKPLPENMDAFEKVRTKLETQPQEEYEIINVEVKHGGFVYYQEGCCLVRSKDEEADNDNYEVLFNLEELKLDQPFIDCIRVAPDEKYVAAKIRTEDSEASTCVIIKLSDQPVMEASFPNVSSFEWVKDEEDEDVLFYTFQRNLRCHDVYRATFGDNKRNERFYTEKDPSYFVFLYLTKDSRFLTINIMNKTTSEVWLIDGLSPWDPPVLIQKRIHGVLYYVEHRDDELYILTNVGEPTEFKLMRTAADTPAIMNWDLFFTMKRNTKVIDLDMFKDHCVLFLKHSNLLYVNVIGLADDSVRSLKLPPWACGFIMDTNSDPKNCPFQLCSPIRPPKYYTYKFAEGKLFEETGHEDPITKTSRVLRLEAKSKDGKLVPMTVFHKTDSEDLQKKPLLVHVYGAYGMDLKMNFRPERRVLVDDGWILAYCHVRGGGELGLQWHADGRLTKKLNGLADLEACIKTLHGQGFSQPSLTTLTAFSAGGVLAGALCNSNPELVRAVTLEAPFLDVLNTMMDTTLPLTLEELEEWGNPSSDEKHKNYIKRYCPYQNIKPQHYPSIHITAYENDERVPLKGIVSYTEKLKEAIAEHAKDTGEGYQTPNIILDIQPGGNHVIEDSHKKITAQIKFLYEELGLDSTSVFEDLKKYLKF
ZTA counter: counter-screen for EBNA-1 inhibitors: inhibitors of Epstein-Barr virus ZTA; AID 2234; ZTA-DNA binding, fluorescence polarization; P03206; inhibition, % at 11 µM; 320,000 tested, 0.15% active; in the data active = inhibition above about 33%
Target sequence (P03206 whole entry, looked up): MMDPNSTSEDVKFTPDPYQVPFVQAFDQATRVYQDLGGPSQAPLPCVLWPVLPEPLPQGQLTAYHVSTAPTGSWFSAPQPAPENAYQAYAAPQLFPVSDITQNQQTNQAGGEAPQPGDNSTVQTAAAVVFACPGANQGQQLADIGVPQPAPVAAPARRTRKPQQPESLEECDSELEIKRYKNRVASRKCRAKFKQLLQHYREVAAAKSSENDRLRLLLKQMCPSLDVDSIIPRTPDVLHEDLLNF
EBNA-1 inhibitor: blocks EBNA-1 binding to DNA; EBNA-1 DNA binding, fluorescence polarization; 300,000 tested, 0.34% active; inhibition, % at 14.8 µM; in the data active = inhibition above about 28%
PP5 primary: PP5 (human) phosphatase inhibition; P53041; purified PP5c, OMFP substrate fluorescence; inhibition, % at 6.7 µM; 320,000 tested, 0.18% active; AID 1987;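 active = inhibition above the campaign's mean inhibition across all tested compounds plus 3 SD, cut at about 9.5% in these data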;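 also: 0% = DMSO only and 100% = 100 µM cantharidin control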
Fh CTSL1 inh: blocks F. hepatica cathepsin L1 in PFM18AAP counter-screen | recombinant F. hepatica cathepsin L1, Z-Leu-Arg-MCA fluorescence | inhibition, % at 5.96 µM | 300,000 tested, 0.49% active | AID 1906;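 active = inhibition above the mean of all tested compounds plus 3 SD, set per screening campaign, cut at about 17% in these data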;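 also: 0% = plate median of test compound wells and 100% = 1 µM Z-Phe-Ala-diazomethylketone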
TPT1 inh: inhibitors of Candida albicans tRNA 2'-phosphotransferase TPT1; AID 1962; inhibition, % at 5 µM; recombinant caTPT1, FP RNA substrate dephosphorylation; 300,000 tested, 0.81% active;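 active = inhibition above the mean of all tested compounds plus 3 SD, set per screening campaign, cut at about 24% in these data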;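 also: plate controls were DMSO alone for no effect and ferristatin control at 100 nM for full effect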
PP1 inh: blocks human PP1-alpha phosphatase, a PP5 counter-screen | P62136 | purified PP1alpha, OMFP fluorescence | inhibition, % at 6.7 µM | 320,000 tested, 0.9% active;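 active = inhibition above the mean inhibition of all tested compounds plus 3 SD, computed separately for each screening campaign, cut at about 15% in these data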
Numbers without * were called inactive; · = no result given. This is a subset; rates above refer to the full screens.

nr	canonical_smiles	Fh CTSL1 inh	Efflux pump mplx	EBNA-1 inhibitor	ZTA counter	PP1 inh	PREPL inh	core dimer inh	TPT1 inh	PP5 primary
1	CCC(C)[C@H](NC(=O)N1CC(=O)Nc2ccccc21)C(=O)N[C@@H](C(=O)O)c1ccccc1 (some centres undefined)	0	-0.2	-3	10	0	0	-3	-1	0.1
2	CCCCC1C(=O)N(c2ccccc2)N(c2ccc(O)cc2)C1=O (centres undefined)	-4	-0.1	0	-1	2	3	-2	-3	-1.2
3	CCOc1ccc(-c2n[nH]c(C)c2Oc2ccccc2OC)c(O)c1	0	-0.1	-16	0	4	20	5	-7	11*
4	O=C(N/N=C/c1cc(Br)cs1)c1ccccc1[N+](=O)[O-]	-3	0.3	-15	1	4	0	-11	-2	-5.6
5	Cc1ccccc1Cn1ccc(NC(=O)c2onc(C)c2Cl)n1	-4	0.1	-2	-2	6	-7	3	1	3.0
6	O=C1CSC(c2ccccc2F)N1c1ccccc1 (centres undefined)	2	-0.1	13	8	0	1	-1	1	-0.8
7	COCCN1CCn2c(nc3cc(NC(C)=O)ccc32)C1	-3	-0.1	4	3	0	-11	4	0	0.3
8	Cc1cc(C)c(S(=O)(=O)NCc2ccncc2)c(C)c1	0	-0.2	2	9	0	-11	-6	0	-0.3
9	CCOC(=O)C1=NN(c2ccccc2)C2(S1)SC(C(C)=O)=C(C)N2c1ccccc1 (centres undefined)	2	-0.1	-3	0	8	15	12	0	4.6
10	CC(OC(=O)c1ccc(NC(=O)CC#N)cc1)C(=O)NC(=O)NC1CCCCC1 (centres undefined)	0	0.0	3	-3	12	-11	13	8	3.0
11	O=C(NCCc1ccccc1)C(c1ccncc1)N(C(=O)c1csnn1)C1CC1 (centres undefined)	-1	-0.1	4	2	-1	2	-2	1	0.7
12	CC1(c2ccccc2Br)NC(=O)N(CC(=O)Nc2ccc(S(N)(=O)=O)cc2)C1=O (centres undefined)	-1	0.1	0	-5	1	-4	-1	-1	1.8
13	Cc1nn(CC(=O)OCC(=O)Nc2c(C(C)C)cccc2C(C)C)c(C)c1[N+](=O)[O-]	-3	0.1	-6	-13	0	0	0	1	1.1
14	c1ccc2c(c1)OCC(c1nnc3sc(-c4cnccn4)nn13)O2 (centres undefined)	-2	0.1	7	0	2	6	16	3	-2.1
15	Cn1nnnc1SCCNCc1ccccc1F	-2	0.1	-5	-9	-2	5	-3	-1	1.5
16	O=C1NC(=O)/C(=C/C(=O)N2CCOCC2)S1	-4	-0.2	-2	-6	-1	-5	3	-1	2.0
17	CNS(=O)(=O)c1cccc(C(=O)OCc2cc(=O)n3cc(Br)ccc3n2)c1	1	1.2	-9	0	-2	19	-3	3	2.2
18	Cc1ccc(C(=O)N/C(=C\c2cccs2)C(=O)NCCc2c[nH]c3ccccc23)cc1C	2	0.2	-3	5	0	-6	4	0	4.4
19	CNc1nc2c3ccccc3n(C(C)=O)c2s1	-2	0.0	10	-3	-2	2	-46	2	-0.9
20	Cc1ccc(S(=O)(=O)NNC(=O)c2cc([N+](=O)[O-])c(C)c([N+](=O)[O-])c2)cc1	-4	0.2	-4	-15	-4	-1	2	-4	3.1
21	c1ccc(CCCNCC2COc3ccccc3O2)cc1 (centres undefined)	1	-0.1	-7	-25	-3	-29	-9	0	-0.3
22	COCCN(C(=S)Nc1c(C)cccc1C)C(C)c1ccco1 (centres undefined)	2	0.0	3	-1	0	2	6	-4	-1.3
23	CC(C)NS(=O)(=O)c1ccc(CCC(=O)NCc2cccnc2)cc1	7	0.0	-17	-1	-2	20	-3	2	-0.7
24	Cc1n[nH]c(C)c1Cc1ccc(C(=O)O)cc1	0	0.1	4	10	-6	-7	6	1	-3.3

Full records as entered above. Screens in order: Fh CTSL1 inh | Efflux pump mplx | EBNA-1 inhibitor | ZTA counter | PP1 inh | PREPL inh | core dimer inh | TPT1 inh | PP5 primary
Profile of `c1ccc2c(c1)OCC(c1nnc3sc(-c4cnccn4)nn13)O2` (centres undefined) : -2 | 0.1 | 7 | 0 | 2 | 6 | 16 | 3 | -2.1
Profile of `COCCN(C(=S)Nc1c(C)cccc1C)C(C)c1ccco1` (centres undefined) : 2 | 0.0 | 3 | -1 | 0 | 2 | 6 | -4 | -1.3

Next structures follow:
nr	canonical_smiles	Fh CTSL1 inh	Efflux pump mplx	EBNA-1 inhibitor	ZTA counter	PP1 inh	PREPL inh	core dimer inh	TPT1 inh	PP5 primary
25	Cc1ccc(NC(=O)COC(=O)C(NS(=O)(=O)c2ccc(Cl)cc2)C(C)O)c(Br)c1 (centres undefined)	-8	-0.6	-4	-7	3	3	0	5	1.6
26	COC(=O)c1ccc(Nc2nc(-c3ccncc3)nc3ccccc23)cc1	8	0.0	-6	-1	2	-4	-3	-3	-0.8
27	CC(=O)Oc1ccc(C(=O)Nc2ccc3c(c2)OCCO3)cc1	-14	0.1	4	7	-4	3	-8	-5	-0.2
28	Cc1nn(Cc2ccccc2)c(C)c1C(=O)NCC(c1cccs1)N1CCOCC1 (centres undefined)	0	0.1	-6	-4	-4	-1	1	-1	1.1
29	Cc1ccc(S(=O)(=O)N2CCOCC2)cc1NC(=O)COC(=O)c1cnccn1	·	-0.1	·	0	1	14	·	·	4.0
30	CC(C)(C)NC(=O)CN(c1cccc([N+](=O)[O-])c1)S(=O)(=O)c1ccccc1	-9	-0.2	-2	-9	-1	-2	-6	-8	1.4
31	COc1ccccc1CC(=O)N1CCN(c2ccccc2F)CC1	-7	0.0	7	-3	-3	11	5	-1	-1.2
32	Cc1ccc(C)c(N2CC(C(=O)OCC(=O)Nc3cc(C)on3)CC2=O)c1 (centres undefined)	-35	0.1	1	-2	-6	2	-2	-2	0.6
33	Cc1ccc2[nH]c3c(=O)n(CC(=O)NCc4ccco4)ncc3c2c1	1	-0.1	6	-1	14	-12	19	1	0.9
34	Cc1cccc2cc(COC(=O)C(C)(C)C)c(=O)[nH]c12	0	0.2	1	4	-3	4	-3	2	1.5
35	O=C(COc1ccccc1Cl)NNC(=O)C1CCCO1 (centres undefined)	-16	-0.2	-11	-14	-5	-10	0	-5	0.2
36	COC(=O)c1ccc(C(=O)OC)c(NC(=O)COC(=O)C2CC2C)c1 (centres undefined)	-4	0.2	-6	-21	3	5	4	-7	0.1
37	Cc1ccc(N2CCN(C(=O)c3ccccc3NC(=O)C3CCCCC3C(=O)O)CC2)cc1 (centres undefined)	6	0.2	-4	1	-1	2	-1	1	1.9
38	CCN(CC)C(=O)Cn1nnc(-c2ccc(S(C)(=O)=O)cc2)n1	2	-0.2	-1	23	0	-2	1	-5	-2.3
39	CCOc1ccc(C2=Nn3c(nnc3-c3ccccc3)SC2)cc1Cl	-3	0.2	1	-5	1	-8	6	-3	2.0
40	Fc1ccccc1OCCCCCCN1CCCC1	0	1.0	-9	11	-8	16	-5	3	5.6
41	COC(C/C=C/[C@H](O)[C@@H](C)OCc1ccccc1)OC	-6	-0.1	7	-4	0	-4	2	2	-0.1
42	Cc1ccccc1-c1nc(CS(=O)(=O)CC(=O)NC(C)c2ccccc2)c(C)o1 (centres undefined)	1	0.0	-10	8	5	-16	2	0	3.6
43	CN(C)CCN1C(=O)c2oc3ccc(F)cc3c(=O)c2C1c1ccncc1 (centres undefined)	-7	-0.1	-6	-14	-1	-10	2	-2	-1.1
44	O=C(/C=C/c1ccccc1)NNC(=O)C1CC1	0	0.4	-8	-4	2	4	0	1	-0.5
45	CC(=O)N=c1n(C)c2ccccc2n1CCOc1ccccc1	-2	-0.1	-5	-21	-1	-2	-12	-8	1.6
46	CCOC(=O)N1CCN(C(=O)c2cc3c(-c4cccc(OC)c4)nn(C)c3s2)CC1	1	0.1	-14	-3	-2	-7	-3	-1	-0.3
47	CC(=O)Nc1ccccc1NC(=O)CC(C)(C)C	2	-0.3	4	-6	-6	20	0	-3	-2.1
48	Cc1ccc(C)c(NC(=O)c2ccc3c(c2)N(Cc2ccc(F)cc2)C(=O)CS3=O)c1 (centres undefined)	2	-0.1	9	4	3	0	5	-5	0.8
49	CCN(Cc1ccccc1)S(=O)(=O)c1ccc(C(=O)Nc2nnc(C3CC3)o2)cc1	4	-0.1	-9	-11	43*	10	7	0	2.8
50	CCOc1ccc(CCNC(=O)c2cccc(S(=O)(=O)N3CCOCC3)c2)cc1OCC	-3	0.0	-9	-12	-3	5	0	-1	-0.1
51	O=C(NCc1ccc(F)cc1)c1ccc(CS(=O)(=O)Cc2ccc(F)cc2)o1	-3	0.0	-18	-1	-2	2	-7	2	2.0
52	COc1ccccc1NC(=O)CSc1nnc(NC(=O)C2CC2)s1	1	-0.1	1	5	-3	-7	3	2	3.3
53	COc1ccc(CCNC(=O)CCn2c(=O)oc3ccccc32)cc1OC	-1	0.0	-7	-8	-3	-13	-4	-5	-0.6
54	O=C(Nc1nncs1)c1cccc(S(=O)(=O)N2CCc3ccccc32)c1	1	0.1	-5	0	3	11	10	-4	4.9
55	O=C(c1ccccc1)n1ccn(-c2ccccc2)c1=S	0	-0.1	3	-5	-2	-13	1	-4	4.1
56	COC(=O)C[C@H]1c2cc(C(F)(F)F)ccc2S(=O)(=O)N1C1CCCCC1	-4	0.0	13	-7	-3	-7	7	-2	1.2
57	Cc1c(C(=O)N2CCOCC2)sc2ncn(CC(=O)N3CCC(C)CC3)c(=O)c12	-1	-0.2	3	7	0	8	-1	0	2.3
58	CCCCC(c1nnnn1C1CCCC1)N1CCN(C2CCCCC2)CC1 (centres undefined)	0	-0.1	-4	19	-1	9	-3	1	0.8
59	COc1ccc(NC(=S)NC(NC(=O)c2cccc(C)c2)C(Cl)(Cl)Cl)c([N+](=O)[O-])c1 (centres undefined)	2	-0.2	7	19	2	-1	14	-3	1.7
60	CC(C)CNC(=O)c1ccccc1-c1ccccc1C(=O)O	2	-0.1	11	7	-5	3	-2	0	0.3
61	O=C(Cc1ccc(F)cc1)N1CCOCC1	1	-0.2	-3	-7	4	-4	5	3	1.9
62	Cc1cc(C)nc(/N=C(\N)Nc2ccc(CC(=O)OC(C)C)cc2)n1	3	-0.1	0	2	-2	-1	9	1	-0.7
63	Cc1ccc(S(=O)(=O)Nc2ccc3c(c2)C(=O)NC3=O)cc1[N+](=O)[O-]	2	-0.2	6	2	0	0	10	1	-0.1
64	CC[C@@H](C)CN1C(=O)N[C@@H](CCc2ccccc2)C(C(C)=O)=C1C	4	0.1	4	15	3	1	-2	-3	0.1
65	COCc1cc(C)nc2sc(C(=O)NN)c(-n3cccc3)c12	-7	0.3	-17	-6	-6	11	-1	3	1.7
66	COc1ccc(NC(=O)CSc2nnc(N)s2)c([N+](=O)[O-])c1	5	0.0	-1	-8	-5	-2	-3	0	0.8
67	COc1ccc(C(=O)N2CCCCCC2)cc1OC1CCN(C(C)=O)CC1	-1	-0.1	10	14	1	13	-5	-1	0.9
68	CC(=O)Nc1ccc(S(=O)(=O)NC2=C(N3CCN(C)CC3)C(=O)c3ccccc3C2=O)cc1	7	0.1	-5	3	-1	2	-32	-1	1.3
69	CCCOc1ccc(-c2csc3nc[nH]c(=O)c23)cc1	1	0.0	-13	3	0	0	-11	1	4.1
70	COc1cc2[nH]c(=O)n(CCCCCC(=O)N3CC=C(c4ccccc4)CC3)c(=O)c2cc1OC	3	0.0	2	2	4	-19	16	-4	3.8
71	Cc1nn(C)cc1C(C(=O)NC1CCCCC1)N(C(=O)Cc1cccs1)c1ccc(F)cc1 (centres undefined)	-1	-0.1	1	-8	-3	3	1	1	0.8
72	CCc1nnc(NC(=O)c2cc(-c3ccc(C)o3)nc3ccccc23)s1	·	-0.1	·	-8	2	14	·	·	4.6
73	CC(C)(C)c1csc(NC(=O)CSC2=NCCS2)n1	4	0.1	0	-7	2	21	-6	-6	0.2
